TIM10 inh: growth inhibitors of TIM10 yeast strain; S. cerevisiae TIM10 strain growth, BacTiter-Glo luminescence, 24 h; inhibition, % at 10 µM; hit rate 1.4% among 330,000;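 active = inhibition of 40% or more at the single tested concentration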;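 also: wild-type TIM10 isogenic control strain grown at permissive 25 °C; 0% = DMSO yeast wells and 100% = minimal medium wells without yeast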
APJ agonist: activates the human apelin receptor APJ. P35414. CHO-K1 APJ PathHunter beta-arrestin, luminescence; 0% DMSO wells, 100% apelin. activation, % at 20 µM. hit rate 0.11% among 330,000. AID 2520;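 active = activation more than six SD over the plate average, tested at 20 µM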;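 also: 0% = DMSO alone and 100% = apelin-13 at 10 nM; some results filed as inactive read as strong as hits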
Target sequence (P35414 whole entry, looked up): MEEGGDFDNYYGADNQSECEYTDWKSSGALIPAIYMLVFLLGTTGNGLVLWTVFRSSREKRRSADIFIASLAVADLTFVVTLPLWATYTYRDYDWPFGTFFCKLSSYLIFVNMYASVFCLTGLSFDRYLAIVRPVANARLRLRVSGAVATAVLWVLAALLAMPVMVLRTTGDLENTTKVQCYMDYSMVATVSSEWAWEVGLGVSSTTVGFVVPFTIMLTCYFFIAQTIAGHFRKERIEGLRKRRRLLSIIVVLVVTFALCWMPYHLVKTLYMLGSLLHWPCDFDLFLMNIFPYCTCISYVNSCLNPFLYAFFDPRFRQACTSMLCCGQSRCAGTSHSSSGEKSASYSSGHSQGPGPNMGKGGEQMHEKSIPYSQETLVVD
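Assay system: engineered CHO-K1 APJ arrestin reporter cells; Amount: 1000 CHO-K1 reporter cells seeded per well; Dosing: one dose, 20 µM compound, 1% DMSO; Times: compound stimulation 90 min at 25 °C, detection 60 min; Measured by: luminescent beta-gal fragment complementation, chemiluminescent substrate; Read-out: APJ–arrestin association signal; Controls: DMSO vs Apelin-13 10 nM.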
UPR CHOP act: activators of apoptotic arm of unfolded protein response (CHOP). activation, % at 10 µM. CHO-CHOP luciferase reporter, UPR activation, luminescence; percent of tunicamycin response over DMSO baseline. AID 449763. hit rate 0.34% among 330,000;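 active = at 10 µM dose, activation of 40% or more, normalized to positive control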;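 also: 100% = tunicamycin at 10 µg/mL and 0% = DMSO alone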
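System: CHO CHOP reporter cells. Amount: 500 cells per well. Buffer or medium: F12 medium, 10% FBS. Compound dosing: one dose, 10 µM in 0.5% DMSO. Incubation: 6 h compound exposure at 37 °C after overnight seeding. Technique: Steady-Glo luciferase luminescence. Benchmarks: tunicamycin and DMSO controls.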
Mdm2 MdmX PPI: disrupts the human Mdm2-MdmX interaction | O15151+Q00987 | SaOS-2 split-luciferase Mdm2/MdmX complementation, luminescence | inhibition, % at 8 µM | hit rate 3% among 330,000 | AID 485346;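 active = inhibition of at least 50% at 8 µM in the primary screen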
tim10-1 inh: tim10-1 yeast growth inhibition. S. cerevisiae tim10-1 ts strain growth, BacTiter-Glo, 24 h. hit rate 2.2% among 330,000. AID 463190. inhibition, % at 20 µM;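 active = inhibition of at least 40%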;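 also: mutant grown at 25 °C; 0% = DMSO wells with yeast and 100% = wells holding no yeast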
tim23-1 inh: growth inhibitors of tim23-1 mutant yeast; S. cerevisiae tim23-1 growth, BacTiter-Glo luminescence, 24 h; inhibition, % at 20 µM; hit rate 1.3% among 330,000; AID 463212;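 active = growth inhibition of the mutant yeast at or above 50%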;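 also: temperature-sensitive mutant grown at 25 °C; plate controls were DMSO-treated mutant yeast for no effect and medium wells lacking yeast for full effect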
NLRP3 yeast inh: inhibitors of NALP3 inflammasome in yeast; Yeast reconstituted NLRP3/ASC/caspase-1, beta-gal luminescence, 24 h; inhibition, % at 10 µM; hit rate 0.39% among 330,000;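 active = inhibition of 50% or more; inactive = inhibition below 50%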;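 also: plate controls were induced DMSO wells for no effect and uninduced yeast grown without galactose for full effect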
UPR XBP1 act: adaptive UPR (XBP1) activation | CHO-XBP1 luciferase reporter, IRE1-XBP1 UPR activation, luminescence; percent of tunicamycin response, DMSO as zero | AID 463104 | activation, % at 20 µM | hit rate 0.33% among 330,000;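 active = versus positive control, 20 µM dose yields 30% or more activation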;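 also: 100% = tunicamycin at 10 µg/mL and 0% = DMSO only wells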
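Material: CHO-XBP1 cells stably carrying IRE1-XBP1-driven luciferase reporter / Amount: 1000 cells per well / Compound: 20 µM, 1% DMSO / Times: 6 h treatment, 37 °C / Detection: luciferase luminescence / Measure: % activation of reporter signal versus tunicamycin and DMSO controls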
GRIN3A LBD mod: NR3A (human) ligand-binding domain modulation. NR3A LBD differential scanning fluorimetry, Tm shift; 0% = protein alone, 100% = glycine-bound protein. Tm shift relative to glycine control, % at 25 µM. hit rate 2.5% among 340,000. AID 1259313;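 active = melting temperature shift of at least 10% of the positive control shift, at one fixed dose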
* marks the source's active call; other numbers are inactive results.

SMILES	TIM10 inh	APJ agonist	UPR CHOP act	Mdm2 MdmX PPI	tim10-1 inh	tim23-1 inh	NLRP3 yeast inh	UPR XBP1 act	GRIN3A LBD mod
Cc1ccccc1CNC(=O)Nc1ccc(Cl)cc1	-17	2	6.2	-26	-10	-4	25	-1	-5
Cc1ccc(S(=O)(=O)CCc2ccncc2)cc1	4	-1	-0.9	37	2	-12	7	-8	-1
CC(C)Oc1ccc(/C=C(\NC(=O)/C=C/c2ccco2)C(=O)NCCc2nc3ccccc3[nH]2)cc1	-17	3	2.7	-6	15	13	1	-1	0
COc1cccc(/C=c2\s/c(=C/C(=O)c3ccc(C)cc3)[nH]c2=O)c1OC	4	1	4.7	13	0	9	21	-2	8
COc1ccc(N(C(=O)c2ccco2)C(C(=O)NC2CCCC2)c2ccc(N(C)C)cc2)cc1OC (centres undefined)	-6	-1	-0.9	10	10	9	13	4	1
O=C(c1ccco1)c1cn[nH]c1-c1ccc(Cl)cc1O	-16	-7	-2.6	21	13	9	8	-8	-2
C/C(=N\Nc1nncc2ccccc12)c1ccc(Cl)c([N+](=O)[O-])c1	-1	2	11	-2	-5	-2	11	24	1
O=C(O)c1ccc(/C=C2\SC(=S)N(NC(=O)c3ccc(Br)cc3)C2=O)cc1	2	-2	-3.3	33	5	-1	10	-4	-2
COc1c(C(=O)NC(=S)Nc2nnn(C)n2)cc2ccccc2c1Br	-12	0	0.5	10	2	-4	7	-3	4
Cc1ccc(N2CC(C(=O)NCCC(C)C)CC2=O)cc1 (centres undefined)	-4	0	-0.6	17	-8	3	6	0	1
CCc1cccc(NC(=O)C2CC2c2ccccc2)c1 (centres undefined)	3	-4	2.9	16	5	13	13	-3	-5
COC(=O)c1ccc(N2C(=O)c3ccc(OC)c(OC)c3C2=O)cc1	-7	-3	2.0	16	-5	11	22	-1	0
CC(C)c1ccc(NC(=O)C[n+]2ccn(C3=C([O-])c4ccccc4C3=O)c2)cc1	-5	-2	-1.0	-5	-10	-5	9	-3	0
CC(C)C(NC(=O)CN1C(=O)c2ccccc2C1=O)c1ccccc1 (centres undefined)	9	-6	-1.0	9	7	15	3	2	0
CN(C)S(=O)(=O)c1ccc(NC(=O)c2ccc([N+](=O)[O-])cc2)cc1	-1	7	1.2	17	15	10	11	-2	-1
CCC(=O)NC(=S)Nc1ccc(S(=O)(=O)NC2CCCCC2)cc1	16	20	-2.3	-8	24	27	-1	-3	0
Cc1cccc(/C=N/n2c(-c3ccccc3)n[nH]c2=S)c1O	30	1	1.2	-18	22	43	13	-5	3
O=[N+]([O-])c1cc(C(F)(F)F)ccc1SCC(O)CO (centres undefined)	-18	1	-0.8	28	12	17	7	0	1
CN1C(=O)CSC1=S	-3	0	-1.1	8	-19	-14	8	-7	2
O=C(Nc1ccc(F)cc1)c1sc(Cl)nc1-c1ccccc1	25	0	2.3	-7	15	17	4	1	-3
Cc1c(C(=O)N2CCC(C(N)=O)CC2)oc2ccc(Br)cc12	-10	-4	3.2	11	-14	11	15	5	0
Cc1ccc(-n2c(C)c(C)c3c(N)ncnc32)cc1	7	-3	4.4	29	13	17	10	7	-4
O=C(OCc1nnc(-c2ccccc2)o1)c1ccccc1	-5	-3	2.7	-8	18	28	21	2	1
COc1cc(CN2CCCCCC2)cc(OC)c1OC	1	1	-1.9	20	-10	-4	17	-3	5
CCCc1cc(C(=O)NCc2ccc(OC)cc2)no1	-4	-4	1.2	-2	-11	-9	35	3	-1
CC1(C)Cc2cccc(OCC(=O)Nc3cc(S(C)(=O)=O)ccc3Cl)c2O1	-13	-2	-0.5	-19	-5	16	10	3	-1
CCOC(=O)C1(CCOC)CCN(C(=O)c2ccc(CSC)o2)CC1	5	-2	-1.3	-1	14	18	15	-5	0
COC(=O)c1c(NC(=O)COc2ncnc3ccccc23)sc(C)c1C	22	9	1.0	-7	0	18	25	3	-4
CCC(C)c1ccccc1NC(=O)C(C)NCCN(C)C (centres undefined)	-14	-5	2.9	12	-5	-1	6	-3	0
Cc1cccc(N2CCN(C(=O)c3cccc(N4CCCC4=O)c3)CC2)c1C	10	2	0.2	22	17	28	33	-4	-3
CCOc1ccc(/C=C2\SC(=S)N(NC(=O)c3ccncc3)C2=O)cc1OC	14	-3	1.7	-7	14	8	5	2	2
Cc1cc(C)n(C(=O)CN(C)S(=O)(=O)c2ccc([N+](=O)[O-])cc2)n1	15	5	0.0	2	10	14	7	-8	0
C=CCn1c(O)c(N=NC(=S)Nc2ccccc2C)c2cc(S(=O)(=O)N3CCOCC3)ccc21	17	2	45*	39	19	22	1	3	-3
COc1ccc(NCc2nc3ccccc3n2CCOc2ccccc2)cc1	14	-2	3.1	-8	49*	77*	28	7	2
Cc1c(-c2ccnc3cc(C(=O)O)nn23)cnn1C	23	-5	0.1	10	-2	-7	14	1	1
Cc1nc(-c2ccc(S(=O)(=O)N3CCN(c4cccc(C)c4C)CC3)cc2)co1	13	0	2.3	24	27	7	20	-4	2
COc1cccc(C2CC(c3ccc(Cl)cc3)n3nc(N)nc3N2)c1 (centres undefined)	5	-4	-2.4	-21	10	7	24	-1	0
COC(=O)c1ccc2c(=O)sc(N3CCC(C(N)=O)CC3)nc2c1	9	-1	-0.5	-8	0	15	3	-1	3
Cc1n[nH]c(C)c1S(=O)(=O)N1CCOCC1	-2	0	-2.0	36	-15	-5	22	-2	14*
C/C(CCc1ccccc1)=N\NC(=O)c1ccccc1[N+](=O)[O-]	-11	1	0.7	-5	3	12	10	0	-4
CC(=O)N1N=C2c3ccccc3CCC2C1c1ccc(F)cc1 (centres undefined)	-5	-7	-0.6	23	26	23	6	2	1
O=C(OCC(=O)N1CCOCC1)c1ccccc1O	10	-2	3.1	-10	-31	2	7	1	-2
Cc1c(C(=O)NCc2ccccc2CN2CCCC2)oc2ccccc12	2	-5	1.4	20	-4	2	21	-3	2
OCc1cc(-c2ccc(Cl)c(Cl)c2)on1	-9	-1	-0.2	21	-29	12	16	1	-2
CCN(CC)C(=O)C1=C(C)NC(=S)NC1c1ccc(C)s1 (centres undefined)	-5	-1	0.2	-15	9	10	8	0	-1
O=C1CN(O)C=C2N=c3ccccc3=C2N1c1ccc([N+](=O)[O-])cc1	5	-3	-1.3	-14	3	17	25	1	-1
O=C(NCc1ccco1)/C(=C\c1ccccc1)NC(=O)c1ccccc1	-11	0	-0.8	18	4	10	11	-1	-2
O=C(NCCCn1ccnc1)/C(=C/c1cccs1)NC(=O)c1ccco1	2	1	-0.7	-33	12	13	20	1	1
C/C(=N\NC(=O)c1nc2ccccn2c1C)c1ccco1	18	-2	1.3	-57	7	13	20	1	0
Cc1cc(C)nc(NC(=O)c2c(F)c(F)c(F)c(C(=O)Nc3cc(C)cc(C)n3)c2F)c1	16	2	7.6	83*	-54	24	-12	-5	0
O=C(c1ccc(OC2CCN(CCO)CC2)cc1)N1CCCC1	0	-3	-1.1	-15	4	2	2	2	2
Nc1nc(SCc2cccc([N+](=O)[O-])c2)n[nH]1	3	1	1.9	-17	1	0	9	-1	2
O=C(Nc1ccc(N2CCOCC2)cc1)c1cnsn1	14	-4	-11	70*	8	13	28	-6	-1
CSc1cccc(NC(=O)CCCn2c(=O)c3cccn3c3cccnc32)c1	9	3	1.8	1	22	32	10	5	-11
CCC(=O)Nc1ccc(C(=O)NNC(=O)c2ccc(Cl)cc2)cc1	-1	0	0.4	8	3	4	-5	-2	-2
Cc1ccc(CCNC(=O)c2cccc(N3CCCC3=O)c2)cc1	-7	1	2.6	-21	3	-6	0	-4	0
Cc1cc(C)nc(NC(=O)c2ccc(Cl)cc2Cl)n1	6	-4	0.4	16	16	13	-4	2	1
COCCCNC(=S)Nc1ccc(OC(F)F)cc1C	-3	2	1.2	3	-13	2	11	-3	0
CC1=NN(c2nc(-c3ccc(C)cc3)cs2)C(=O)C1N=Nc1cccc(O)c1 (centres undefined)	19	-4	-1.0	36	19	1	39	3	12*
COc1ccc(Cl)cc1NC(=S)NCCN1CCOCC1	-3	-4	-1.5	13	7	1	23	-1	1

Three entries already listed, ordered by count of non-hydrogen atoms, largest number first:
SMILES	TIM10 inh	APJ agonist	UPR CHOP act	Mdm2 MdmX PPI	tim10-1 inh	tim23-1 inh	NLRP3 yeast inh	UPR XBP1 act	GRIN3A LBD mod
Cc1c(C(=O)NCc2ccccc2CN2CCCC2)oc2ccccc12	2	-5	1.4	20	-4	2	21	-3	2
Cc1cc(C)nc(NC(=O)c2ccc(Cl)cc2Cl)n1	6	-4	0.4	16	16	13	-4	2	1
OCc1cc(-c2ccc(Cl)c(Cl)c2)on1	-9	-1	-0.2	21	-29	12	16	1	-2

(continued)
SMILES	TIM10 inh	APJ agonist	UPR CHOP act	Mdm2 MdmX PPI	tim10-1 inh	tim23-1 inh	NLRP3 yeast inh	UPR XBP1 act	GRIN3A LBD mod
Cn1c(CNC(=O)c2ccc(Cl)cc2)nnc1SCC(=O)N1CCOCC1	6	7	0.1	-8	-16	0	12	0	3
COC(=O)Cc1ccc(NC(=S)NCc2ccccc2)cc1	20	1	3.9	17	22	4	12	0	5
Cc1cc(Nc2ccc(Cl)cc2)n2ncnc2n1	0	0	1.9	-5	4	17	3	-3	1
COc1ccc(/C=C/c2nnc(NC(=O)C(C)(C)C)s2)cc1	30	-2	0.8	-10	41*	52*	27	-3	1
COc1cc(NC(=O)COc2ccc(Cl)cc2)ccc1-c1cc2ccccc2oc1=O	-3	-4	2.6	48	4	7	16	1	10*
O=c1cc(-c2ccc(O)c(-c3c(O)cc(O)c4c(=O)cc(-c5ccc(O)cc5)oc34)c2)oc2cc(O)cc(O)c12	1	13	0.1	19	2	3	8	0	18*
CCOC(=O)CSc1[nH]c(=O)cc(C)c1C#N	12	0	0.1	23	13	10	2	-1	-1
Cc1cccc(C)c1OCCCCN1CCNCC1	2	5	2.6	19	10	13	12	-6	-1
COc1ccccc1C(=O)NCCC(=O)NCC1CCCO1 (centres undefined)	3	-2	2.2	-5	5	7	13	0	-2
CSc1nc(SCC(=O)NCc2ccco2)c2c3c(sc2n1)CN(C)CC3	10	0	1.0	-4	12	13	7	-1	2
O=C(NCc1cccc(C(F)(F)F)c1)c1cc(Cl)ccc1Cl	5	-1	2.8	21	30	13	4	-3	-5
CCOC(=O)Cn1nc(C)cc1NC(=O)c1ccncc1	-6	-1	-1.2	2	-5	15	-3	-1	1
Cc1cccc2cc(C#N)c(N3CCCC3)nc12	10	-3	-0.2	-31	22	21	0	2	-2
O=C(O)c1ccccc1OCc1nc2ccccc2s1	-5	-2	1.1	-50	27	15	40	2	1
COc1ccc(C(=O)NC(=S)NNC(=O)c2cnccn2)cc1	13	-2	-0.4	64*	14	9	-3	1	-1

Quoted at random: two compounds from above.
SMILES	TIM10 inh	APJ agonist	UPR CHOP act	Mdm2 MdmX PPI	tim10-1 inh	tim23-1 inh	NLRP3 yeast inh	UPR XBP1 act	GRIN3A LBD mod
COc1ccccc1C(=O)NCCC(=O)NCC1CCCO1 (centres undefined)	3	-2	2.2	-5	5	7	13	0	-2
O=C(NCc1cccc(C(F)(F)F)c1)c1cc(Cl)ccc1Cl	5	-1	2.8	21	30	13	4	-3	-5

Source: PubChem (Sanford-Burnham Center for Chemical Genomics)
